Growth percent in the NCI-60 one-dose screen (48 h, 10 µM unless noted): 100 = growth as untreated, 0 = no growth, -100 = all killed.
SF-295: SF-295 CNS cancer cells; 5.6% of 79,000 active; AID 1794758
SF-539: SF-539 CNS cancer. 6.8% of 81,000 active
SNB-19: SNB-19 CNS cancer cells | 2.5% of 81,000 active | AID 1794751
HCC-2998: HCC-2998 colon cancer | AID 1794799 | 4.7% of 79,000 active
SF-268: SF-268 CNS cancer cells; AID 1794759; 3.1% of 82,000 active
PC-3: PC-3 prostate cancer cells; 3.9% of 80,000 active; AID 1794754
SNB-75: SNB-75 CNS cancer; 5% of 79,000 active; AID 1794750
U251: U251 CNS tumor cells. 5.4% of 80,000 active
Numbers without * were called inactive; nt = not tested or not shown; [ ] = remark or other dose. Rule for the calls: active = growth percent below 10; inactive = the rest.

The first 2 entries, ahead of the listing:
SMILES	SF-295	SF-539	SNB-19	HCC-2998	SF-268	PC-3	SNB-75	U251
CC(=O)OCC(=O)C1(O)CCC2C3CCC4CC(=O)CCC4(C)C3C(=O)CC21C (stereo not drawn)	103	97	92	114	103	87	112	88
C[C@@]1(C(N)=O)CC2C=CC1C2 (stereo partly drawn)	nt	109	112	121	133	109	nt	105

Results, from the start:
SMILES	SF-295	SF-539	SNB-19	HCC-2998	SF-268	PC-3	SNB-75	U251
CC(=O)OCC(=O)C1(O)CCC2C3CCC4CC(=O)CCC4(C)C3C(=O)CC21C (stereo not drawn)	103	97	92	114	103	87	112	88
C[C@@]1(C(N)=O)CC2C=CC1C2 (stereo partly drawn)	nt	109	112	121	133	109	nt	105
CCCc1[nH]nc(-c2n[nH]c(CCC)c2CC)c1CC	101	99	98	109	105	93	144	96
O=[N+]([O-])c1ccc2c(c1)C(c1c[nH]c3ccccc13)(c1c[nH]c3ccccc13)CCO2	57	87	82	95	72	42	40	68
O=c1oc2ccccc2cc1-c1cc2ccccc2[nH]1	104	96	97	116	97	87	73	96
COc1cccc(/C=C(\C#N)C(=O)O)c1	103	114	101	103	99	99	nt	102
O=[N+]([O-])c1cc(Cl)ccc1-n1cc(COc2ncnc3sc4c(c23)CCCC4)nn1	106	99	96	106	91	87	73	97
CCC(CC)NCCNc1cc(OC)cc2cccnc12	98	100	112	102	118	85	98	100
O=C1CCC(N2C(=O)c3cccc(NCCOCCOCCn4cc(CNc5cccc6c5C(=O)N(C5CCC(=O)NC5=O)C6=O)nn4)c3C2=O)C(=O)N1 (stereo not drawn)	nt	101	105	113	106	101	88	99
O=S(=O)(Nc1ccc(C(F)(F)F)cc1)c1ccc(-c2ccc(Cl)cc2Cl)cc1	88	99	102	95	95	81	88	90

Single entries from the list:
O=c1oc2ccccc2cc1-c1cc2ccccc2[nH]1 – SNB-75: 73
O=C1CCC(N2C(=O)c3cccc(NCCOCCOCCn4cc(CNc5cccc6c5C(=O)N(C5CCC(=O)NC5=O)C6=O)nn4)c3C2=O)C(=O)N1 (stereo not drawn) – SF-268: 106
C[C@@]1(C(N)=O)CC2C=CC1C2 (stereo partly drawn) – SNB-19: 112
O=S(=O)(Nc1ccc(C(F)(F)F)cc1)c1ccc(-c2ccc(Cl)cc2Cl)cc1 – U251: 90
O=[N+]([O-])c1ccc2c(c1)C(c1c[nH]c3ccccc13)(c1c[nH]c3ccccc13)CCO2 – HCC-2998: 95

(more compounds)
SMILES	SF-295	SF-539	SNB-19	HCC-2998	SF-268	PC-3	SNB-75	U251
CC(C)(C)C(=O)CCCCCCCC/C=C/CCCC(O)c1ccco1 (stereo not drawn)	105	97	109	89	106	102	101	105
CSc1nsc(SC)c1C(N)=O	107	109	103	111	108	93	97	107
COc1ccc(-c2nnc(Nc3ccc(C(F)(F)F)cc3)o2)cc1OC	95	98	90	97	97	79	94	90
CSc1nccnn1	164	99	101	97	96	93	94	109
COc1ccc(-n2cnc3ccccc3c2=O)cc1	102	95	101	99	97	88	104	94
CCCCCCCCCCCC(c1ccccc1)[N+](C)(C)C (stereo not drawn)	55	16	25	nt	13	-19*	-15*	18
COc1cc(C)cc2oc3oc(=O)c(-c4csc(-c5c[nH]c6ccccc56)n4)cc3c(=O)c12	nt	98	101	113	102	100	94	107
Cc1nn(-c2ccccc2)c(N2CCCC2)c1-c1nc2ccc(C(=O)NN=Cc3cccc(O)c3)cc2[nH]1	104	92	96	106	87	94	81	109
Nc1cccc(-c2nc3sccn3c2-c2ccnc(NCCCNS(=O)(=O)c3ccc(F)cc3)n2)c1	99	100	112	142	88	66	nt	109
CC1=NC=NC2C(=O)NN=C(C)C12 (stereo not drawn)	100	92	94	91	105	82	92	104
O=C(O[C@H](Cc1ccc2ccccc2c1)C(=O)O)C1c2ccccc2-c2ccccc21	95	117	100	99	95	97	96	96
S=C1NCC(c2ccccc2)S1 (stereo not drawn)	101	98	104	nt	100	95	86	111
O=C(Nc1ccc(Cl)c(Cl)c1)Nc1ccccc1O	76	92	86	80	93	38	67	86
S=c1[nH]c2cnc(Cl)nc2[nH]1	111	103	112	101	109	101	91	104
CC1=NN(c2ccccc2)C(=O)/C1=C\N(C)C	83	91	93	104	110	103	180	90
CN(C)CCCN(Cc1ccccc1O)C(=S)Nc1cccc2ccccc12	97	99	99	109	99	91	74	108
c1ccc(-c2ccnc3c2c(-c2ccccc2)nn3-c2ccccc2)cc1	97	101	99	105	104	95	91	104
CCC(C)C(C(=O)O)n1c(O)c(C=C2N=c3ccccc3=N2)sc1=S (stereo not drawn)	103	91	98	101	99	102	86	102
O=C(Nc1ccc(Cl)c(Cl)c1)Nc1nccnc1OCc1ccc(Cl)cc1	85	99	89	91	90	90	80	98
N#C/C(=C\c1ccc(Cl)cc1Cl)C(N)=O	107	104	98	103	101	93	90	95
O=C(CN1CCOCC1)Nc1nc2c(s1)Nc1ccccc1NC2=O	109	112	112	104	104	97	84	102
C#Cc1cccc(NC(=O)c2ccccc2N=C=S)c1	103[8.25 µM]	97[8.25 µM]	100[8.25 µM]	97[8.25 µM]	95[8.25 µM]	97[8.25 µM]	66[8.25 µM]	98[8.25 µM]
CCc1oc2ccccc2c1C(=O)c1cc(I)c(O)c(I)c1	nt	44	54	53	53	75	32	29
O=C(n1ccc2cc(OS(=O)(=O)c3ccc(F)cc3)ccc21)C12CC3CC(CC(C3)C1)C2	89	91	94	105	80	81	82	96
CCOC(=O)c1sc2ccc(NCc3nc[nH]c3C)cc2c1NC(=O)c1cc(OC)c(OC)c(OC)c1	97	92	93	106	98	85	93	92
C=C(C)[C@@H]1CC[C@]2(C(=O)NCCCO)CC[C@]3(C)[C@H](CC[C@@H]4[C@@]5(C)CCCNC(C)(C)[C@@H]5CC[C@]43C)[C@@H]12	89	70	85	74	78	49	72	54
Nc1ncnc2c1c(-c1ccc(Cl)cc1)nn2CC(=O)N1CCOCC1	98	99	96	106	95	102	95	101
CCNCC(O)Cc1ccccc1OC (stereo not drawn)	95	104	103	100	93	80	100	102
CC(=O)Nc1ccc(Nc2cc(S(=O)(=O)O)c(N)c3c2C(=O)c2ccccc2C3=O)cc1	98	100	110	105	107	68	90	101
COc1ccc2nc3cc(Cl)ccc3c(SC(CC(=O)O)C(=O)O)c2c1 (stereo not drawn)	111	107	nt	104	102	98	110	92

Fetched by compound from the entries so far:
SMILES	SF-295	SF-539	SNB-19	HCC-2998	SF-268	PC-3	SNB-75	U251
CC1=NC=NC2C(=O)NN=C(C)C12 (stereo not drawn)	100	92	94	91	105	82	92	104
CCC(C)C(C(=O)O)n1c(O)c(C=C2N=c3ccccc3=N2)sc1=S (stereo not drawn)	103	91	98	101	99	102	86	102

The list continues:
SMILES	SF-295	SF-539	SNB-19	HCC-2998	SF-268	PC-3	SNB-75	U251
O=C1NC(=O)c2c1c1c3ccccc3ccc1c1[nH]c3ncccc3c21	106	93	92	107	102	92	90	96
O=CNc1ccccc1Cl	102	97	101	100	108	79	90	91
NC(=S)c1cccnc1	115	97	109	96	99	101	92	100
O=C(Nc1c(Cl)cccc1Cl)Nc1c(Cl)cccc1Cl	111	99	88	110	109	101	94	106
O=C(Nc1ccccc1O)c1ccccc1	107	nt	101	nt	104	93	83	103
CCOC(=O)C1=C(c2ccccc2)N=C2SC3C(=NN(c4ccccc4)C3c3ccc(Br)cc3)N2C1c1ccc(O)c(OC)c1 (stereo not drawn)	92	98	87	102	76	58	78	80
CCc1ccccc1C(=O)N(CC)CC	98	95	105	104	97	102	91	103
COc1ccccc1/C=N/NC(=O)COc1ccc(NC(=O)Nc2ccc(Cl)cc2)cc1	99	101	97	111	110	103	119	93
COCOc1ccc(/C=C/C(=O)NC(Cc2ccccc2)C(=O)C(=O)NCc2ccccc2)cc1OCOC (stereo not drawn)	96	99	87	108	96	88	75	93
CC1=Nc2cnc(Nc3ccc(OCCN4CCCCC4)cc3)nc2Nc2ccccc21	76	70	88	67	65	49	9.7*	77
COC(=O)c1cncc(C(=O)OC)c1	98	93	104	104	106	96	98	99
CCOC(=O)C(NC(C)=O)C(C)=O (stereo not drawn)	106	108	101	97	91	89	87	102
Cc1ccc(Cn2c(=O)[nH]c(=O)n(Cc3ccc(Cl)cc3)c2=O)cc1	269	106	101	107	98	94	86	95
COc1ccc(S(=O)(=O)NCCNc2nccc(-c3c(-c4ccc(F)cc4)nc4sccn34)n2)cc1OC	51	77	85	74	69	74	50	58
O=C(Cn1cc(CSc2nc3ccccc3o2)nn1)Nc1ccccc1F	104	109	106	114	99	100	93	95
N#Cc1c(-c2cccc([N+](=O)[O-])c2)cc(-c2ccc3ccccc3c2)[nH]c1=O	49	67	49	106	70	93	85	57
O=C(CSc1nnc(-c2ccc(Cl)cc2)n1-c1ccccc1)Nc1ccc(C(=O)/C=C/c2ccc(Cl)cc2)cc1	97	97	89	116	93	77	81	89
COc1ccc2c(c1OC)C(=O)O[C@@H]2[C@H]1c2c(c(C#CC#Cc3ccc(OC(F)(F)F)cc3)c3c(c2OC)OCO3)CCN1C	28	72	74	63	68	49	104	42
CCOC(=O)[C@@H]1[C@H](c2ccc(OC)cc2)[C@H]([N+](=O)[O-])[C@H](c2cn(-c3ccccc3)nc2C)N1Cc1ccccc1	96	82	82	94	84	53	101	59
CC(C)(CNC1CCCCC1)OC(=O)c1ccccc1	94	108	103	111	107	92	105	100

4 structures already listed, arranged by SMILES length, ascending:
SMILES	SF-295	SF-539	SNB-19	HCC-2998	SF-268	PC-3	SNB-75	U251
CCOC(=O)C(NC(C)=O)C(C)=O (stereo not drawn)	106	108	101	97	91	89	87	102
N#Cc1c(-c2cccc([N+](=O)[O-])c2)cc(-c2ccc3ccccc3c2)[nH]c1=O	49	67	49	106	70	93	85	57
COc1ccc(S(=O)(=O)NCCNc2nccc(-c3c(-c4ccc(F)cc4)nc4sccn34)n2)cc1OC	51	77	85	74	69	74	50	58
COc1ccc2c(c1OC)C(=O)O[C@@H]2[C@H]1c2c(c(C#CC#Cc3ccc(OC(F)(F)F)cc3)c3c(c2OC)OCO3)CCN1C	28	72	74	63	68	49	104	42

Next part
SMILES	SF-295	SF-539	SNB-19	HCC-2998	SF-268	PC-3	SNB-75	U251
CN(CCOC(N)=O)CCOC(N)=O	107	100	98	111	99	110	107	103
COc1cccc(-c2nn(-c3ccccc3)cc2-c2ccnc(NCCCNS(=O)(=O)c3ccc(Br)cc3)c2)c1	38	76	60	46	55	26	75	40
N/C(=N\N=C\c1ccc(Cl)cc1)c1c(N)nc(=S)[nH]c1-c1ccc(Cl)cc1Cl	73	87	91	101	100	102	nt	70
COC(=O)c1[nH]c(C)c(C(=O)OC)c1C	88	101	99	101	102	95	72	101
O=C1c2cccc(S(=O)(=O)O)c2C(=O)c2c1cccc2S(=O)(=O)O	115	108	106	nt	97	103	86	106
CCOC(=O)c1c(C)nc2ccccc2c1/C=C/c1ccc(Br)cc1	73	91	83	77	83	59	85	84
Cn1cc(C(=O)c2nc(-c3c[nH]c4ccccc34)no2)c2cc(F)ccc21	21	30	39	74	55	42	27	29
CC1=NC(c2ccccc2)C2=C(N1)/C(=C/c1ccccc1)CCC2 (stereo not drawn)	nt	103	98	98	100	99	88	97
COc1cc(/C=N/NC(=O)CSc2nc3sc4c(c3c(=O)n2-c2ccc(Cl)cc2)CCCC4)ccc1O	100	96	103	116	100	97	104	108
COc1ccc(-n2c(-c3ccccc3)c(-c3ccccc3)c3c(SCC(=O)N/N=C/c4ccc(N(C)C)cc4)ncnc32)cc1	88	98	91	102	97	65	nt	94
O=C1/C(=C/c2ccc(Cl)cc2)CN(C(=O)CCN2CCC(=NO)CC2)C/C1=C\c1ccc(Cl)cc1	-76*	-84*	-93*	-76*	-60*	-55*	nt	-91*
COc1cc2c(cc1OC)C1=NN(C(=O)Nc3ccc(C)cc3C)C(c3ccc(F)cc3)C1C2 (stereo not drawn)	103	90	85	100	98	95	92	89
COc1ccc(Cn2cc(CNC(=O)c3cccnc3Nc3ccc(F)cc3)nn2)cc1	93	97	101	nt	100	97	95	105
N#Cc1nc(CC(=O)c2ccc(Cl)c(Cl)c2)c(CC(=O)c2ccc(Cl)c(Cl)c2)nc1C#N	98	97	nt	106	103	89	102	97
c1ccc2c(OCCCn3ccnc3)c3oc4ccccc4c3nc2c1	68	74	68	97	91	104	88	77
CCOC(=O)c1sc(Nc2ccc(Cl)cc2)nc1C	16	25	37	nt	30	14	-11*	14
Nc1ccc(C2=NN(C(=O)c3cc(-c4ccccc4)nc4ccccc34)C(c3cc(-c4ccccc4)nn3-c3ccccc3)C2)cc1 (stereo not drawn)	77	99	87	94	76	66	74	66
COc1ccc(-c2cc3cnc4ccccc4c3oc2=O)cc1	97	102	99	89	100	92	104	94
C[C@]12CC[C@@H]3c4ccc(OS(=O)(=O)O)cc4CC[C@H]3[C@@H]1CC[C@@H]2NS(=O)(=O)c1cccc(C(F)(F)F)c1	nt	100	96	104	94	96	117	nt
COc1c(N2CC3CCCNC3C2)c(F)cc2c(=O)c(C(=O)N/N=C(/C)c3ccccc3)cn(C3CC3)c12 (stereo not drawn)	100	97	100	116	86	85	95	95
COc1cccc2nc(Nc3cccc(NC(=O)c4ccc(N5CCN(C)CC5)c(C(F)(F)F)c4)c3)ccc12	-0.5*	-28*	48	-7.7*	35	22	-7.7*	-25*
O=S(=O)(Nc1nccs1)c1ccc(Nc2nc(-c3ccncc3)cs2)cc1	120	88	101	120	107	97	85	95
COc1ccc(-c2cnc(NC(=O)CCCCCCNC(=O)C(O)(O)C(F)(F)F)s2)cc1	-44*	12	17	-47*	2.0*	18	37	-46*
COc1c(F)ccc(C(=O)Nc2ccc3nc(N)sc3c2)c1F	99	96	99	119	93	100	100	99
CS(=O)(=O)Nc1cc(-c2ccc3ncnc(Nc4ccc5[nH]ncc5c4)c3c2)cnc1Cl	88	68	69	92	54	77	16	65
O=C(O)C(=O)Cc1ccccc1[N+](=O)[O-]	113	110	106	115	104	nt	85	108
O=C1c2ccc3c4c(ccc(c24)C(=O)N1CCCNCc1ccccc1)C(=O)N(CCCNCc1ccccc1)C3=O	-40*	-70*	-76*	-91*	-71*	-65*	-97*	-88*
CC(=O)c1c(C)[nH]c2c1c(-c1ccccc1)nc1ccccc12	78	90	102	103	105	79	42	99
